ASAP1 GAP inh – inhibitors of human ASAP1 ArfGAP activity, primary screen, biochemical, fluorescence polarization; Arf-GAP with SH3 domain, ANK repeat and PH domain-containing protein 1 (Homo sapiens), …; ASAP1-stimulated ARF1 GTP hydrolysis, GDP FP detection; inhibition, % at 16.5 µM; hit rate 0.19% among 360,000; AID 624377, 2012; in the data active = inhibition above about 25%;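 note: 0% = vehicle with enzyme and substrate and 100% = no enzyme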
Rev-erbA mod – modulators of Rev-erb alpha DNA binding, primary screen, biochemical, FITC-DNA, fluorescence polarization, uHTS | Nuclear receptor subfamily 1 group D member 1 (Homo sapiens), P20393 | hit rate 0.79% among 370,000 | activity, % at 10 µM | Rev-erbα–FITC-DNA binding, 90 min;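 active = activity above about 14%, limit read from the data; passing the limit was not always enough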;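 note: 0% = DMSO wells with 35 nM protein and 100% = DMSO wells with 750 nM protein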
DDE Tn7 FP inh – inhibitors of Tn7 peptide binding to fibrin DD(E), primary screen, biochemical, fluorescence polarization, human fibrin, Tn7 probe. Fibrinogen beta chain (Homo sapiens), P02675. FP displacement of FITC-Tn7 peptide from fibrin DD(E); 0% = median of compound wells per plate. inhibition, % at 8.3 µM. hit rate 0.13% among 370,000;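 active = inhibition above the mean of compounds falling within the control limits plus 3 SD of them, cut at about 14% in these data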;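 note: 0% = plate median of compound wells and 100% = 10 µM Aha-Tn7 peptide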
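System: human fibrin DD(E); quantity: Fibrin-DD(E) at 2 µM final; also added: fluorescent Tn7 probe at 0.1 µM; compound dosing: single nominal test concentration of 8.3 µM per compound; schedule: 10 min preincubation, 3 h with tracer, room temperature; detection: fluorescence polarization of the labelled Tn7 tracer; repeats: one replicate per compound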
UHRF1 binding – UHRF1 methylated DNA binding inhibitors, primary screen, counter-screen for MBD2 inhibitor project, biochemical, TR-FRET, human UHRF1, single concentration; E3 ubiquitin-protein ligase UHRF1 (Homo sapiens), Q96T88; UHRF1 binding to methylated oligo; inhibition, % at 4.4 µM; hit rate 0.75% among 370,000; AID 687016, 2013; in the data active = inhibition above about 21%;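 note: UHRF1 SRA domain binding a hemimethylated CpG hairpin DNA probe; 0% = median of test compound wells and 100% = reference inhibitor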
ARFGAP1 inhibitor – inhibitors of rat ARFGAP1 GAP activity, primary screen, biochemical, fluorescence polarization, GDP tracer; hit rate 0.26% among 360,000; Arfgap1-stimulated ARF1 GTP hydrolysis, GDP FP detection; inhibition, % at 16.5 µM; ADP-ribosylation factor GTPase-activating protein 1 (Rattus norvegicus), Q62848;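 active = inhibition above a per-plate limit, mean inhibition of low control wells plus 3 SD, cut at about 25% in these data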;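 note: 0% = DMSO wells with enzyme and 100% = wells lacking Arfgap1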
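Material: rat Arfgap1 catalytic domain, aa 1-136; also added: human ARF1(Δ1-17)-GTP substrate; compound dosing: one concentration, 16.5 µM, DMSO 1.26%; incubation: GTP hydrolysis reaction 2 h at 25 °C; measured by: Tracer-displacement fluorescence polarization with EDTA stop, 620/688 nm; evaluation: % inhibition from polarization; repeats: one replicate per compound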
DDE Tn6 FP inh – inhibitors of Tn6 peptide binding to fibrin DD(E), primary screen, biochemical, fluorescence polarization, human fibrin, Tn6 probe | Fibrin DD(E) TRITC-Tn6 fluorescence polarization displacement | Fibrinogen beta chain (Homo sapiens), P02675 | hit rate 0.21% among 370,000 | inhibition, % at 8.3 µM;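 active = inhibition above a per-campaign cutoff: mean of compounds within control limits plus 3 SD, cut at about 15% in these data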;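 note: 0% = median of all compound wells on the plate and 100% = blocking peptide control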
PLCg1 inh – PLC-gamma1 enzyme inhibitors, primary screen, biochemical, fluorescence, purified enzyme; 1-phosphatidylinositol 4,5-bisphosphate phosphodiesterase gamma-1 (Homo sapiens), P19174; fluorogenic substrate; inhibition, % at 12.2 µM; hit rate 0.84% among 370,000; AID 720700, 2013; in the data active = inhibition above about 9.5%
KLK7 zymogen act – proKLK7 zymogen activators, primary screen, biochemical, fluorescence intensity | Kallikrein-7 (Homo sapiens), P49862 | purified proKLK7, EDANS-DABCYL substrate fluorescence; 100% is mature enzyme control, 0% vehicle | activation, % at 7 µM | hit rate 0.9% among 370,000 | AID 652039, 2013;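 active = activation above the mean of all tested compounds plus 3 SD, computed per campaign excluding outliers beyond control limits, cut at about 13% in these data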
HGIII-sPLA2 inh – human group III sPLA2 inhibitors, primary screen, biochemical, QFRET, BODIPY PC-A2 liposome substrate; Group 3 secretory phospholipase A2 (Homo sapiens), Q9NZ20; QFRET BODIPY PC-A2 liposome hydrolysis, fluorescence; inhibition, % at 12.2 µM; hit rate 0.56% among 370,000; AID 743126, 2013;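 active = inhibition above mean plus 3 SD of compounds lying within the high and low control bounds, cut at about 19% in these data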;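 note: 0% = median of test compound wells and 100% = no enzyme DMSO wells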
PLCb3 inh – human PLC-beta3 inhibitors, primary screen, biochemical, fluorescence; hit rate 0.18% among 370,000; inhibition, % at 12.2 µM; 1-phosphatidylinositol 4,5-bisphosphate phosphodiesterase beta-3 (Homo sapiens), Q01970; Purified PLC-beta3, fluorogenic substrate; AID 720704, 2013; in the data active = inhibition above about 11%;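 note: 0% = median of compound wells on plate and 100% = full blocker control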
Target sequence (Q01970 whole entry, looked up): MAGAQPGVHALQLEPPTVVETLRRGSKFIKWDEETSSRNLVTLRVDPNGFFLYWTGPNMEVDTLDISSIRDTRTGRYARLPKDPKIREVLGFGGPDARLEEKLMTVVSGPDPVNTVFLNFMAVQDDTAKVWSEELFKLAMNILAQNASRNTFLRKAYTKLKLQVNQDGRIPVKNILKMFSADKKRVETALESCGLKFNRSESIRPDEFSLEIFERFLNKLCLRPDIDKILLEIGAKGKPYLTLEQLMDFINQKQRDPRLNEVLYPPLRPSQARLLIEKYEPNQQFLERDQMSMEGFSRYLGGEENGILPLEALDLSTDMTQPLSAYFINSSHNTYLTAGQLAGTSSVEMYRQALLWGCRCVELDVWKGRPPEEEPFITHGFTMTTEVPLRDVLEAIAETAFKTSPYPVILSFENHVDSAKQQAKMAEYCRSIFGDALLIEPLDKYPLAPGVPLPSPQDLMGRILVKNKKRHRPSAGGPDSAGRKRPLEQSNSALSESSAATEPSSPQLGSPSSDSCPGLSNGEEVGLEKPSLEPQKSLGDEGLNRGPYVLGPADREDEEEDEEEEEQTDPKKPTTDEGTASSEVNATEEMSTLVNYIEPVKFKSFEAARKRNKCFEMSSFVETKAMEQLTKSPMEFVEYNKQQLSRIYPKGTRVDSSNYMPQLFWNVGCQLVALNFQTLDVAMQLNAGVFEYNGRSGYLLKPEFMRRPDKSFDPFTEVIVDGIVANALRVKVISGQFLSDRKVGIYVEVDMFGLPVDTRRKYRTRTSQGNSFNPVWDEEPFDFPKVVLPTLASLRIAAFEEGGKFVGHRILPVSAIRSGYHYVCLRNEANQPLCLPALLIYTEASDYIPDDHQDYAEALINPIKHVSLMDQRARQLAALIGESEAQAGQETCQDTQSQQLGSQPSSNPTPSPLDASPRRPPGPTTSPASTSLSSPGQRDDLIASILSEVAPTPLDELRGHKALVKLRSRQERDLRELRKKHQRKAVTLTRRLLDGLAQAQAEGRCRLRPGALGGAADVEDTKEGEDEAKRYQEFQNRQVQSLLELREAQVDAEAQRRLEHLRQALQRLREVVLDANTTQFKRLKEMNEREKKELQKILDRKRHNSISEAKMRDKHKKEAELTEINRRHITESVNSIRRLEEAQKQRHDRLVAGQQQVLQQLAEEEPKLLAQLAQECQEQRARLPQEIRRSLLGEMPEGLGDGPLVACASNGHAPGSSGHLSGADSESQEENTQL
Numbers without * were called inactive.

SMILES	ASAP1 GAP inh	Rev-erbA mod	DDE Tn7 FP inh	UHRF1 binding	ARFGAP1 inhibitor	DDE Tn6 FP inh	PLCg1 inh	KLK7 zymogen act	HGIII-sPLA2 inh	PLCb3 inh
O=C(COC(=O)c1ccc2c(c1)OCCO2)NC1CCCCC1	0.2	-4.9	1.3	0.1	4.2	-2.0	1.0	-0.1	10.4	-9.5
O=C(c1ccco1)N1CCN(c2ccccc2F)CC1	8.2	-6.0	-8.1	1.7	9.8	-10.7	1.5	-0.5	-2.6	0.8
N#Cc1c(SCC(=O)Nc2nccs2)sc2c(O)cc(=O)[nH]c12	3.4	-9.2	-2.8	77.1*	-6.5	-8.6	-2.5	0.1	-7.4	-37.2
CCn1cc(C(=O)NC2CC(C)(C)Cc3c2cnn3-c2cccc(F)c2)cn1 (stereo not drawn)	-1.2	-9.4	10.7	0.0	-4.5	8.1	-1.3	0.5	3.0	-5.2
CCO/N=C(\C)c1c(O)c2ccccc2n(C)c1=O	-4.5	5.7	8.2	0.2	8.8	6.4	-12.0	-0.2	18.9	-14.8
CC(=O)Nc1ccc(OCC(O)Cn2nc(C)c(C(C)=O)c2C)cc1 (stereo not drawn)	-6.8	-0.3	8.7	-0.8	-0.8	-1.7	4.9	-0.4	3.0	-2.9
CCOC(=O)C1CCN(C(=O)CN2C(=O)CSc3ccc(S(=O)(=O)N4CCOCC4)cc32)CC1	2.7	-0.6	7.0	-0.3	1.3	5.2	1.2	-0.3	-3.5	-6.4
COc1cc(NS(=O)(=O)c2ccc(N/C=C(\C=O)c3nc4ccccc4o3)cc2)nc(OC)n1	-4.2	1.6	8.6	-0.7	-0.6	8.9	-9.8	-1.0	-21.0	-11.5
CCCCOc1ccc(/C=C/C2=CC(C)(C)NC(=S)N2)cc1OCC	-9.6	3.2	5.3	3.2	1.5	0.7	-5.4	0.2	16.8	-3.7
Cc1ccc(S(=O)(=O)/N=S(\C)CC2CC2(Cl)Cl)cc1 (stereo not drawn)	-3.1	-4.4	-2.9	1.3	-6.1	-5.2	3.7	0.4	4.7	3.5
CS(=O)(=O)c1ccc2nc(NC(=O)C3C4C=CC(C4)C3C(=O)O)sc2c1 (stereo not drawn)	1.7	0.1	-5.3	0.1	-3.4	3.6	-2.5	-0.6	6.6	1.7
C/C(=N\NC(=O)c1nnn(-c2nonc2N)c1-c1cccs1)c1cccnc1	-3.3	3.2	0.8	2.2	18.0	-2.9	7.2	-0.7	-5.1	-15.9
CC(C)(C)c1cccc(Oc2nn[nH]n2)c1	14.6	-4.2	-4.7	1.1	1.8	-6.9	-1.5	0.5	-2.4	-0.1
CCCOc1ccc(N2C(=O)C/C(=C\c3ccccc3)C2=O)cc1	-8.0	-2.1	12.6	-1.7	8.8	3.0	-2.1	0.1	-10.5	-5.2
COc1ccc(NC(=O)CS(=O)CC(=O)NCC2OCCc3ccccc32)cc1 (stereo not drawn)	-17.3	-6.6	0.4	2.0	-5.1	-5.1	2.4	0.0	5.3	-4.4
COc1ccc(-n2c(=O)c3c4c(sc3n(CC(=O)Nc3cc(C)[nH]n3)c2=O)CCCC4)c(OC)c1	10.1	-0.9	-9.4	-0.6	33.3*	-4.3	3.0	0.1	-11.4	-3.2
CCCCC[C@H](O)/C=C/[C@H]1CCC(=O)[C@@H]1CCCCCCC(=O)N1CCCCC1CO (stereo partly drawn)	4.2	-1.9	-1.2	-0.1	1.7	-4.1	0.3	0.1	-8.4	-4.9
CCOC(=O)c1c(NC(=O)CSc2n[nH]c(CNc3ccccc3)n2)sc(C)c1C	-3.7	1.5	5.7	0.4	1.9	2.4	-1.5	-0.1	-17.2	-4.1
O=C(N/C(=C\c1ccc([N+](=O)[O-])cc1)C(=O)N1CCCCC1)c1ccccc1	3.8	2.0	-4.5	0.7	1.4	-3.3	-4.0	1.1	0.0	-3.5
CCOC(=O)C(NC(=O)CCl)(Nc1sc(C)c(CC)c1C#N)C(F)(F)F (stereo not drawn)	7.0	-4.1	3.7	17.7	1.6	-11.4	-0.9	0.1	-8.3	3.4
CCOc1ccc(-c2[nH]ncc2Oc2ccccc2OC)c(O)c1	8.5	1.3	3.4	-1.9	-1.7	1.6	4.5	-0.4	-63.4	0.5
CCOC(=O)CC1CCCCN1C(=O)c1cc(COc2cccc3cnccc23)on1 (stereo not drawn)	-6.6	-3.1	-4.2	12.9	10.0	-4.6	-21.2	4.2	-0.5	-42.9
CCOc1cc2[nH]c(=S)n(CCC(=O)NCc3ccco3)c(=O)c2cc1OCC	-2.3	27.3*	0.3	-2.4	-12.9	1.8	0.0	0.4	6.2	-1.7
COc1cc(-c2nnc(CSc3nnc4nc(C)cc(C)n34)o2)cc(OC)c1OC	11.1	-2.0	7.2	3.7	2.9	4.8	-64.4	1.4	3.8	-89.2
CCCCOc1ccc(CSc2n[nH]c(C)n2)cc1	11.1	1.8	-0.4	-2.2	10.0	3.4	0.5	-0.1	-8.8	3.9

Single records (already shown). Order of values: ASAP1 GAP inh	Rev-erbA mod	DDE Tn7 FP inh	UHRF1 binding	ARFGAP1 inhibitor	DDE Tn6 FP inh	PLCg1 inh	KLK7 zymogen act	HGIII-sPLA2 inh	PLCb3 inh
Entry for CCCCOc1ccc(CSc2n[nH]c(C)n2)cc1 = 11.1	1.8	-0.4	-2.2	10.0	3.4	0.5	-0.1	-8.8	3.9
Entry for CCOC(=O)c1c(NC(=O)CSc2n[nH]c(CNc3ccccc3)n2)sc(C)c1C = -3.7	1.5	5.7	0.4	1.9	2.4	-1.5	-0.1	-17.2	-4.1

Continuation:
SMILES	ASAP1 GAP inh	Rev-erbA mod	DDE Tn7 FP inh	UHRF1 binding	ARFGAP1 inhibitor	DDE Tn6 FP inh	PLCg1 inh	KLK7 zymogen act	HGIII-sPLA2 inh	PLCb3 inh
OCCN1CN=C(Nc2nc3ccccc3o2)NC1	3.6	-0.6	-0.5	-0.7	-10.5	-10.3	3.8	-0.5	0.0	-1.9
COc1cc(OC)c(C2=NOC(C(=O)O)C2)cc1Cl (stereo not drawn)	-5.1	1.5	0.3	0.9	-1.6	10.5	-2.0	0.3	-3.0	0.9
CCc1nc2ccc(C(=O)Nc3ccc(OC)c(OC)c3)cn2c1N(C)Cc1ccc(OC)cc1	3.7	1.3	0.7	-0.8	-1.3	0.1	-9.3	-0.8	-11.0	-18.1
COc1ccc(C(=O)NC2CC(C)(C)Cc3c2cnn3-c2ccccc2)cc1OC (stereo not drawn)	4.5	4.6	-4.3	-1.4	-7.2	3.7	1.4	-0.1	-3.5	-2.6
CC(=O)N1N=C(c2cccc([N+](=O)[O-])c2)OC1c1ccc(Cl)cc1Cl (stereo not drawn)	10.8	1.5	-2.2	-0.9	-7.7	2.9	-4.0	-0.7	0.3	-2.2
COC(=O)C1CCN(C(=O)COC(=O)[C@@H]2CC(O)CN2S(=O)(=O)c2ccc3c(c2)OCCO3)CC1 (stereo partly drawn)	11.3	-7.4	2.9	1.1	2.4	7.8	-0.7	-0.2	3.4	2.5
CCCCNC(=O)C1(C)CCN1C(=O)Cc1ccc(OC)cc1 (stereo not drawn)	12.4	7.6	-10.5	5.0	2.7	1.1	3.4	0.0	5.5	-0.8
COC(=O)[C@@]1(Cc2ccc(F)cc2)[C@H]2c3cc(C(=O)N(C)C)n(Cc4ccc(OC(F)(F)F)cc4)c3C[C@H]2CN1C(=O)c1ccccc1	-4.2	-0.4	-0.4	4.4	14.7	-4.3	-1.2	0.8	-19.9	-6.0
Cc1cc(NC(=O)c2ccc(COc3ccc(Cl)c(C)c3)o2)no1	7.2	4.3	-3.8	0.7	7.1	1.9	5.7	0.3	-2.0	5.9
CC(C(=O)O)N1C(=O)C2C3c4ccccc4C(c4ccccc43)[C@@H]2C1=O (stereo partly drawn)	-7.9	-2.2	4.1	-0.1	-6.3	-5.4	0.1	0.2	0.5	-4.2
CC(C)c1nc(SCC(=O)Nc2c[nH]c(=O)[nH]c2=O)c2cnn(-c3ccccc3)c2n1	4.0	5.4	8.1	0.3	1.2	1.3	0.1	0.2	-5.3	-1.1
COc1cc2[nH]c(=S)nc(NCc3cccc(Cl)c3)c2cc1OC	8.9	-0.2	-6.5	3.0	4.3	0.1	-10.4	-0.5	6.4	-21.5
C=CCn1c(=NC(=O)c2ccc(S(=O)(=O)N3CCc4ccccc4C3)cc2)sc2cc(S(N)(=O)=O)ccc21	3.2	13.7	-1.7	-4.7	1.8	-0.1	-187.6	65.8*	-9.4	-256.4
COc1ccccc1CNC(=O)CSc1ccc(C)cc1	-8.1	-3.3	-1.7	-5.0	-8.8	6.4	-1.4	0.1	-2.6	1.8
FC(F)Oc1ccc(-c2csc(NNC3=NCCCCC3)n2)cc1	8.6	5.7	-4.8	-4.2	5.6	3.9	-6.3	-0.4	1.3	-13.7
O=C(NCc1ccccn1)C1CC(=O)N(C2CCCC2)C1 (stereo not drawn)	3.4	-7.4	3.0	0.0	-1.2	-0.9	-2.2	0.2	3.0	-0.1
CNS(=O)(=O)c1cccc(C(=O)OCC(=O)Nc2sc3c(c2C#N)CCCCC3)c1	14.0	2.0	-2.6	-3.4	4.8	4.2	-0.9	0.1	-4.2	-5.8
Cc1ccc(S(=O)(=O)C2(C(=O)N3CCCCCC3)CC2)cc1	8.8	2.5	7.2	10.0	-1.2	6.5	3.2	0.2	1.2	9.1
COCc1ccc(C(=O)NCC2(N3CCCCC3)CCCCC2)cc1	-2.5	4.9	-1.9	0.5	11.8	2.8	4.2	0.1	-0.2	0.2
Cc1oc(-c2ccc(Cl)cc2)nc1CN1CCCC(C(=O)NCc2ccccn2)C1 (stereo not drawn)	-1.7	-4.6	1.6	-2.7	-0.7	-10.4	1.4	0.6	-6.4	-0.1
COc1cccc(S(=O)(=O)N(C)C[C@H]2OCc3cn(nn3)CCCC(=O)N([C@H](C)CO)C[C@@H]2C)c1	2.6	0.7	-0.7	-0.7	3.5	-1.6	2.3	-0.3	6.4	5.8
